# Source: PubChem BioAssay
# KCNH2 WT inh – qHTS for Inhibitors of KCHN2 3.1: Wildtype qHTS; U2OS, BacMam KCNH2, thallium flux FluxOr; hits give low values; 0.37% of 340,000 active; activity change, % at 1.84 µM; Voltage-gated inwardly rectifying potassium channel KCNH2 (Homo sapiens), Q12809;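 active means maximum activity change below -70%; inconclusive means maximum activity change between -70% and -50%; inactive means maximum activity change above -50%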
# Target sequence (Q12809 whole entry, looked up): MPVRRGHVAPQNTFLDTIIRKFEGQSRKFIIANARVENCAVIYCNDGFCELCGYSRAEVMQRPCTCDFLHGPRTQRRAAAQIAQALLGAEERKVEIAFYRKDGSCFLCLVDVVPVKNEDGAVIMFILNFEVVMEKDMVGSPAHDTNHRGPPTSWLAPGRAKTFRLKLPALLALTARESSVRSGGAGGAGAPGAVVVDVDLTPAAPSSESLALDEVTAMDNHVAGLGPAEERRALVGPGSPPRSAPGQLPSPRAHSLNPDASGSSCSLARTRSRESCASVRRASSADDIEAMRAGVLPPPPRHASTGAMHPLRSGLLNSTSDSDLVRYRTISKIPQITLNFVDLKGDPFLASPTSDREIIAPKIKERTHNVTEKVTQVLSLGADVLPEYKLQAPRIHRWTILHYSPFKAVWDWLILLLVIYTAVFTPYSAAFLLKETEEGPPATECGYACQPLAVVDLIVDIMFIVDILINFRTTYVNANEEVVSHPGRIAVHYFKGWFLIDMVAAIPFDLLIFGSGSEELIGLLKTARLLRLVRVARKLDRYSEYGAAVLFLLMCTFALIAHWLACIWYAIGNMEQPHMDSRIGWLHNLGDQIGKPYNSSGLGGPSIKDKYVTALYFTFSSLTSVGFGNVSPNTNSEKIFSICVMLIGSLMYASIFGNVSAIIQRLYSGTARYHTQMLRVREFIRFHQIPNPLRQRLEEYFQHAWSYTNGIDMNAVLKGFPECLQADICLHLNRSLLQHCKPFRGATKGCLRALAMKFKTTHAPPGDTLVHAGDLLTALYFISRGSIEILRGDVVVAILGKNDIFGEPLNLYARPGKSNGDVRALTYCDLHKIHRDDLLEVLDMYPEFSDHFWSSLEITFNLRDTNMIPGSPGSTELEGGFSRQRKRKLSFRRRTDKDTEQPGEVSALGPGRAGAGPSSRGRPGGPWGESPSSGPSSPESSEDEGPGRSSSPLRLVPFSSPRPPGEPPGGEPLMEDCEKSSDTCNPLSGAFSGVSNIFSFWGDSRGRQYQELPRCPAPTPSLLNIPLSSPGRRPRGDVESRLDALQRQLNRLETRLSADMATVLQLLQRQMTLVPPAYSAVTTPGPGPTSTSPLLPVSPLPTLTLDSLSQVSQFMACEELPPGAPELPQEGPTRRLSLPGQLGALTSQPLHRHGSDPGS
#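 U2OS cells transduced with wild-type KCNH2 virus are loaded with FluxOr dye for 45 min, and thallium flux is measured in kinetic reads before and after stimulation buffer. Rate constants are normalized to DMSO controls.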
# KCNH2 3.1 block – qHTS for Inhibitors of KCHN2 3.1: Mutant qHTS; Potassium voltage-gated channel subfamily H member 2, brain isoform KCNH2 3.1 (human); U2OS KCNH2 3.1, thallium flux FluxOr; hits give low values; activity change, % (tested at about 1.8 µM); 0.95% of 340,000 active; AID 720553, 2013;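 active means maximum activity change below -70%; inconclusive means maximum activity change from -70% to -50%; inactive means maximum activity change above -50%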;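 further: thallium influx rate constant from kinetic fluorescence after stimulation buffer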
#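 U2OS cells transduced with KCNH2 3.1 mutant virus (1.77 x 10^8 /mL, 4 h), plated overnight at 37 C, loaded 45 min with FluxOr dye plus Red40 quencher. Thallium flux rate constant from kinetic reads after stimulation buffer, normalised to controls.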
# An asterisk follows results filed as active; ? = inconclusive. On the % scale 0 is the no-effect control and ±100 the full control effect. Only part of the results is shown, so the mix of outcomes need not match the whole.
SMILES,KCNH2 WT inh,KCNH2 3.1 block
C[C@@H]1CN([C@@H](C)CO)C(=O)CCCn2nncc2CO[C@@H]1CN(C)C(=O)c1ccccc1,6,10
COc1ccc(C(=O)Nc2ccc3nc(C)sc3c2)cc1S(=O)(=O)N1CCOCC1,-13,-23
C[C@@H]1CN([C@H](C)CO)C(=O)CCCn2nncc2CO[C@H]1CN(C)C(=O)OCc1ccccc1,6,2
Cc1onc(-c2ccccc2Cl)c1C(=O)NCc1nnnn1-c1ccc(F)c(F)c1,0,9
CN(C(=O)c1cc2c(cc1Br)OCO2)c1cccc2ccccc12,-3,?
COCOCCn1cc(CN2CCS(=O)(=O)N(Cc3ccc(-c4ccc(OC)cc4)cc3)C(C(C)C)C2=O)nn1 (centres undefined),9,-13
CC1=C2C3OC(=O)C(C)C3CCC2(C)C=C(Br)C1=O (centres undefined),4,6
CCCC1NC(=O)c2cc3ccccc3cc2-n2c1nc1ccc(F)cc1c2=O (centres undefined),-1,10
Cc1ccccc1N1CCN(C(=O)c2cc(-c3ccccc3)nc3c2cnn3C(C)C)CC1,0,-1
COc1cccc(S(=O)(=O)Nc2ccc3c(c2)[C@H]2C[C@H](CC(=O)N[C@@H](C)c4ccccc4)O[C@H](CO)[C@H]2O3)c1,0,-1
COc1ccc(N(CC(=O)NC2CC3CCC2C3)S(=O)(=O)c2ccc(C)cc2)cc1Cl (centres undefined),5,-5
Cc1ccc(S(=O)(=O)N2C[C@@H](C)[C@]3(C2)[C@H](O)[C@H](OC(=O)NCc2ccccc2)C[C@H]2C(=O)N(c4ccccc4)C(=O)[C@H]23)cc1,-3,5
C[C@H](CO)N1C[C@H](C)[C@@H](CN(C)Cc2ccc(C(=O)O)cc2)Oc2ncc(Br)cc2C1=O,-1,2
CC(=O)N1CCOc2ccc(S(=O)(=O)NC[C@H]3O[C@@H](n4ccc(N)nc4=O)[C@H](O)[C@@H]3O)cc21,4,14
COc1ccc(C(=O)NCC(=O)NCc2ccc3c(c2)OCO3)cc1[N+](=O)[O-],-5,-6
COc1ccc(-n2c(C)c3c(C)nnc(C)c3c2C)cc1OC,-10,-7
CN(C)Cc1ccccc1CNC(=O)c1cccc(S(=O)(=O)Nc2ccc3c(c2)OCO3)c1,44,-36
CC1=C(C(=O)N(C)C)CC(CC(=O)NCCc2ccccn2)C(=O)N1Cc1ccc(C(C)(C)C)cc1 (centres undefined),1,1
CC1C(=O)N(Cc2cn(CCC3OCCCO3)nn2)CCS(=O)(=O)N1Cc1ccc(-c2ccc(F)cc2)cc1 (centres undefined),7,6
O=C(C[C@H]1C[C@H]2c3cc(NS(=O)(=O)c4ccc(F)cc4)ccc3O[C@H]2[C@H](CO)O1)NCc1ccncc1,9,0
c1nnc(NCNc2nncs2)s1,-1,-3
Cc1cccc(C)c1N1C(=O)CC(Sc2ccccc2N)C1=O (centres undefined),-2,-7
COc1ccc2cc(C#CC3=CC(=O)C[C@H](c4ccc(F)cc4)C3)ccc2c1,-11,2
CCOC(=O)C1=C(Nc2ccc(OC)cc2)C(N)=NC1=N,-1,14
O=C(Nc1ccccc1SC(=O)c1ccccc1)c1ccccc1,0,9

# Reprinted at random: seven entries already listed.
SMILES,KCNH2 WT inh,KCNH2 3.1 block
CC1C(=O)N(Cc2cn(CCC3OCCCO3)nn2)CCS(=O)(=O)N1Cc1ccc(-c2ccc(F)cc2)cc1 (centres undefined),7,6
C[C@@H]1CN([C@H](C)CO)C(=O)CCCn2nncc2CO[C@H]1CN(C)C(=O)OCc1ccccc1,6,2
COc1cccc(S(=O)(=O)Nc2ccc3c(c2)[C@H]2C[C@H](CC(=O)N[C@@H](C)c4ccccc4)O[C@H](CO)[C@H]2O3)c1,0,-1
Cc1ccccc1N1CCN(C(=O)c2cc(-c3ccccc3)nc3c2cnn3C(C)C)CC1,0,-1
COc1ccc(-n2c(C)c3c(C)nnc(C)c3c2C)cc1OC,-10,-7
c1nnc(NCNc2nncs2)s1,-1,-3
CCCC1NC(=O)c2cc3ccccc3cc2-n2c1nc1ccc(F)cc1c2=O (centres undefined),-1,10

# Next part
SMILES,KCNH2 WT inh,KCNH2 3.1 block
C=CCNc1n[nH]c(=S)s1,4,0
N#Cc1ccc(S(=O)(=O)N2CCN(CN3C(=O)CC4(CCCC4)C3=O)CC2)cc1,15,12
CC(C)N1CC2(CC(c3ccc(Cl)cc3Cl)=NO2)CN1C(=O)c1ccc(C(C)(C)C)cc1 (centres undefined),4,-5
COc1ccccc1CN(C)C[C@H]1OCc2cnnn2CCCC(=O)N([C@@H](C)CO)C[C@@H]1C,-16,7
CCN(CC)C(=O)C1=C(C)N(Cc2ccc(OC)cc2)C(=O)C(CC(=O)NCCN2CCOCC2)C1 (centres undefined),-4,14
COc1ccc(NC(=O)COC(=O)c2ccc3c(c2)OCCO3)cc1,-13,7
COc1cc(NC(=O)C2CC(c3ccccc3O)=NO2)cc(OC)c1OC (centres undefined),14,-3
COc1ccccc1N1CCN(c2ccc3c(c2)S(=O)(=O)c2cccc(C(=O)NCc4ccc(F)cc4)c2C3=O)CC1,4,1
O=C1C(=Cc2ccccc2O)SC(=S)N1CCCN1CCOCC1,-4,2
C[C@@H]1CN([C@@H](C)CO)C(=O)CCCn2cc(nn2)CO[C@H]1CN(C)S(=O)(=O)c1ccc(-n2cccn2)cc1,-22,7
CCCn1c(C)cc(C(=O)COC(=O)c2cc(=O)[nH]c3ccccc23)c1C,4,-6
C[C@@H]1CN([C@H](C)CO)C(=O)CCCn2nncc2CO[C@H]1CN(C)C(=O)c1ccccc1,-15,-6
CC1CC(C)(C)C2=NCCN21 (centres undefined),4,-20
C[C@H]1CN([C@@H](C)CO)C(=O)CCCn2cc(nn2)CO[C@@H]1CN(C)C(=O)Nc1cccc(C(F)(F)F)c1,1,8
COc1ccc(F)cc1S(=O)(=O)N1CCc2ccccc2C1,-5,0
Cc1cc(/C=C(\C#N)C(=O)OCC(=O)N(C)c2c(N)n(Cc3ccccc3)c(=O)[nH]c2=O)c(C)n1CC(C)C,1,7
O=C1c2cc3c(cc2CCC1c1ccc2c(c1)OCO2)OCO3 (centres undefined),-10,-6
CCN1C(c2ccc(F)cc2)=CS/C1=C(/C#N)c1nnc2n1-c1ccccc1SC2,39,0
COc1cccc(S(=O)(=O)N(C)C[C@@H]2Oc3cc(C#CCN(C)C)ccc3S(=O)(=O)N([C@H](C)CO)C[C@@H]2C)c1,5,10
Cc1ccc(S(=O)(=O)N2C[C@H]3C(=O)C[C@@H](c4ccccc4)N(S(=O)(=O)c4ccc(C)cc4)[C@H]3C[C@H]2c2ccccc2)cc1,-17,-14
CC(=O)Nc1nc2[nH]ccc2c(=O)[nH]1,3,19
CN(CC(=O)Nc1ccc(Cl)c(Cl)c1)CC(=O)N1CCCCCC1,-8,14
C[C@H]1CN([C@@H](C)CO)S(=O)(=O)c2ccc(-c3cccc(F)c3)cc2O[C@@H]1CN(C)C,-11,-8
CCCCCCC(=O)Oc1cccc(C2=CC(=O)CC(C)(C)C2=O)c1,0,-10
Cc1nc2sccn2c(=O)c1S(=O)(=O)NCC1CCN(Cc2ccc(Cl)cc2)CC1,57,-25

# Overlap with the part before: three entries, followed by the next part.
SMILES,KCNH2 WT inh,KCNH2 3.1 block
C[C@H]1CN([C@@H](C)CO)S(=O)(=O)c2ccc(-c3cccc(F)c3)cc2O[C@@H]1CN(C)C,-11,-8
CCCCCCC(=O)Oc1cccc(C2=CC(=O)CC(C)(C)C2=O)c1,0,-10
Cc1nc2sccn2c(=O)c1S(=O)(=O)NCC1CCN(Cc2ccc(Cl)cc2)CC1,57,-25
CC(C)(C)Cc1c(-c2ccc(F)cc2)nc2ccc(Cl)cn12,28,-29
c1ccc(CSc2nnc(NC3CCCCC3)s2)cc1,-12,-24
O=C(C1CCCO1)N1CCN(C(=O)C23CC4CC(CC(C4)C2)C3)CC1 (centres undefined),-9,3
CC(CC(c1ccccc1)N1CCc2ccccc2C1)=NO (centres undefined),10,-4
CC(C)C1C(=O)N(Cc2cn(Cc3ccco3)nn2)CCS(=O)(=O)N1Cc1ccc(-c2ccc(F)nc2)cc1 (centres undefined),-2,-13
C1CCC(NC2=NCCO2)CC1,-3,3
Cc1cc(NC(=O)COC(=O)CCn2c(C)csc2=O)c([N+](=O)[O-])cc1C,0,10
CC(=O)c1ccc(OCC(=O)Nc2ccc3c(c2)OCO3)cc1,-13,-2
CCCc1c(C(=O)N/N=C(\C)c2ccc(CC(C)C)cc2)nnn1-c1nonc1N,0,7
CSc1ncnc2c1ncn2CCCNCc1ccc(C)o1,1,1
COCC(=O)Nc1ccc2c(c1)[C@@H]1C[C@H](CC(=O)NCc3ccccc3)O[C@@H](CO)[C@@H]1O2,-33,14
COc1ccc(NC(C)=O)cc1NC(=O)c1c(C)noc1C,2,-2
COc1cc(/C=C/C(=O)OCC(=O)Nc2ccc3[nH]c(=O)[nH]c3c2)ccc1OC(F)F,13,3
C[C@H](CO)N1C[C@H](C)[C@@H](CN(C)C(=O)c2cnccn2)Oc2cc(C#CCC3CCCC3)ccc2S1(=O)=O,-2,9
Cc1ccc(C(=O)Nc2ccncc2)cc1S(=O)(=O)N1CCCCC1,7,-10
O=C(CCc1ccc(O)cc1)NN=Cc1cc(Br)ccc1O,-12,2
CC1(C)OCC(N)(CO)CO1,1,9
O=C(CNc1cccc(Br)c1)Nc1ccc(S(=O)(=O)N2CCCCC2)cc1,3,-2
C[C@H]1CN([C@@H](C)CO)C(=O)c2cc(Br)cnc2O[C@H]1CN(C)C(=O)C1CC1,-2,9
Cc1cccc(NC(=O)c2ncn3c2C(=O)NC[C@@H]3C)c1,11,-4
CC(=NNC(=S)Nc1ccccc1)c1ccccn1,51,-7
C[C@H](CO)N1C[C@H](C)[C@@H](CN(C)C(=O)C2CCOCC2)Oc2ncc(Br)cc2C1=O,-14,14
OC(CNC1CCCCC1)CON=C1CCSc2c(Cl)cccc21 (centres undefined),31,-25
O=C(CSc1nnc2n1CCCCC2)NCc1ccccc1,14,6
CC1=C(C(=O)N(C)C)CC(CC(=O)NCCCCc2ccccc2)C(=O)N1Cc1ccc(C(C)(C)C)cc1 (centres undefined),1,-8

# (continued)
SMILES,KCNH2 WT inh,KCNH2 3.1 block
COc1cccc(/C=C/C(=O)OCC(=O)NC2CCCCCC2)c1,-4,-3
CCn1c(SCC(=O)N(C)c2c(N)n(Cc3ccccc3)c(=O)[nH]c2=O)nnc1-c1cccs1,14,15
CCN(CC)S(=O)(=O)c1ccc(C(=O)NC(=S)N2CCN(c3ccccc3O)CC2)cc1,-3,13
C[C@@H]1CN([C@@H](C)CO)S(=O)(=O)c2ccc(-c3cccc(C#N)c3)cc2O[C@@H]1CN(C)C(=O)c1ccc(F)cc1,9,7
O=C(NC(=S)Nc1cccnc1)c1cccc(Cl)c1,-13,7
COc1cccc(C2CC(=O)Nc3cc(C)c(C)cc32)c1 (centres undefined),-2,7
Cc1ccn2c(Cc3ccccc3)c(-c3ccc(F)cc3)nc2c1,-12,-14
C[C@H]1CN([C@@H](C)CO)C(=O)c2cc(Br)cnc2O[C@@H]1CN(C)C(=O)NC1CCCCC1,13,5
C[C@@H]1CN([C@H](C)CO)C(=O)CCCn2nncc2CO[C@@H]1CN(C)S(=O)(=O)c1ccccc1,3,-3
CN1OC[C@@H]2CN(C(=O)C(C)(C)C)[C@H](c3cccc(Oc4ccccc4)c3)C[C@@H]21,-4,8
C#CCN(C[C@@H]1[C@@H](OC(=O)NCc2ccc(OC)c(OC)c2)[C@@H](OC(=O)NCc2ccc(OC)c(OC)c2)CN(C(=O)OC(C)C)N1C(=O)OC(C)C)S(=O)(=O)c1ccc(C)cc1,-4,-6
O=C(NC1CCC1)C1CCC(=O)N(Cc2ccc(Cl)cc2)C1 (centres undefined),6,0
C[C@@H]1CN([C@@H](C)CO)C(=O)CCCn2nncc2CO[C@@H]1CN(C)S(=O)(=O)c1ccc(Oc2ccccc2)cc1,5,-1
NC(=O)C1CCN(C(=O)c2ccc(NS(=O)(=O)/C=C/c3ccccc3)cc2)CC1,14,7
COc1ccc(OC)c(NC(=O)CCNC(=O)N2CC(=O)Nc3ccccc32)c1,8,-4
Cc1ccc(NC(=O)c2ccco2)cc1,-3,5
COc1ccc(CN(C)C(=O)C(Cc2ccccc2)NC(=O)c2ccccc2)c(OC)c1OC (centres undefined),1,-9
CCCCCCN1C[C@@H](O)[C@H](n2cc(COC(=O)c3ccccc3)nn2)C[C@@H]1c1ccc(C)cc1,1,-6
O=C1NC(=O)C2(CCCc3c([N+](=O)[O-])cccc32)N1 (centres undefined),-18,5
CCCOc1ccccc1NC(=O)/C=C/c1ccc(OC)c(S(=O)(=O)N2CCOCC2)c1,20,-2
CC(C)NC(=O)N(C)C[C@H]1Oc2cc(C#Cc3ccc(F)cc3)ccc2S(=O)(=O)N([C@H](C)CO)C[C@H]1C,-17,-3
C[C@@H]1CN([C@H](C)CO)C(=O)CCCn2nncc2CO[C@H]1CN(C)C(=O)Nc1cccc2ccccc12,12,13
Cc1cccc(C)c1NC(=O)CNC(=O)CNC(=O)c1ccc2ccccc2c1,-2,4
CN(CCCn1cnc2c(OCc3ccccc3)ncnc21)Cc1ccco1,12,-19
S=C1SCN(CCc2ccccc2)CN1CCc1ccccc1,-2,2
